Ba/F3 V617F tox – loss of viability in JAK2V617F-driven Ba/F3 cells; Ba/F3 EpoR-JAK2V617F viability, ATP luminescence; inhibition, % at 5.6 µM; 220,000 compounds, 1.1% hits; AID 1446;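 active = inhibition above the campaign mean plus 3 SD over all tested compounds, cut at about 24% in these data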;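 also: cytokine-independent growth of Ba/F3 cells driven by EpoR plus mutant JAK2; 0% = DMSO-treated cells and 100% = JAK inhibitor I control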
p97 ATPase inh – inhibitors of human p97 ATPase. P55072. recombinant p97 ATPase, Kinase-Glo ATP luminescence, 3 h. inhibition, % at 8 µM. 220,000 compounds, 0.42% hits. AID 1481; in the data active = inhibition above about 15%;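 also: 0% = DMSO vehicle and 100% = wells lacking enzyme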
RBBP9 inhibitor – blocks human serine hydrolase RBBP9 | O75884 | recombinant RBBP9, FP-Rh probe fluorescence polarization | inhibition, % at 7.94 µM | 220,000 compounds, 0.2% hits;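 active = inhibition above the campaign mean of all tested compounds plus 3 SD, cut at about 14% in these data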;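 also: plate controls were DMSO wells with RBBP9 for no effect and wells lacking RBBP9 protein for full effect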
Target sequence (O75884 whole entry, looked up): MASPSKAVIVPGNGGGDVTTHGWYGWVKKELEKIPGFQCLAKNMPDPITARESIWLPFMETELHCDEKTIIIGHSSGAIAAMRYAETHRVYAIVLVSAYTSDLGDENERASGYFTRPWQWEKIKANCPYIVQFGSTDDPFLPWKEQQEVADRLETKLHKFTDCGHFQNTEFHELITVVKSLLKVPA
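System: RBBP9 protein / Buffer or medium: Tris/NaCl buffer pH 8.0 with 0.1% Pluronic / Probe or stimulus: Serine-hydrolase probe FP-Rh, 375 nM pre-mixing / Dosing: 7.94 µM single dose, 0.794% DMSO / Times: enzyme-compound preincubation 30 min, then probe labeling 45 min, 25 °C / Technique: fluorescence polarization (mP), excitation 525 nm, emission 598 nm / Replication: singlicate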
BaF3 tox – parental Ba/F3 viability inhibition as JAK2V617F counter-screen; CellTiter-Glo ATP luminescence; inhibition, % at 5.6 µM; 220,000 compounds, 1.1% hits; AID 1486;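 active = inhibition above a per-campaign cutoff, the mean inhibition of all tested compounds plus 3 SD, cut at about 27% in these data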;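 also: 0% = DMSO wells and 100% = JAK Inhibitor I control wells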
PPC-1+TRAIL kill – compounds killing PPC-1 cancer cells with TRAIL present (potentiator screen, no TRAIL-free arm); PPC-1 cells + TRAIL, ATPLite viability luminescence; cell killing (% activity), % at 4 µM; 220,000 compounds, 0.41% hits; AID 1443;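 active = cell killing above 50% in the first pass at 4 µM, then a duplicate retest at 5 µM averaging 50% or more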;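 also: plate controls were cells with TRAIL plus DMSO for no effect and medium-only wells lacking cells for full effect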
Furin inhibitor – human furin inhibition. AID 463115. P09958. inhibition, % at 30 µM. purified furin, fluorogenic substrate cleavage. 220,000 compounds, 0.061% hits; in the data active = inhibition above about 25%; also: inactives centre near -15
Target sequence (P09958 108-714 limits assumed): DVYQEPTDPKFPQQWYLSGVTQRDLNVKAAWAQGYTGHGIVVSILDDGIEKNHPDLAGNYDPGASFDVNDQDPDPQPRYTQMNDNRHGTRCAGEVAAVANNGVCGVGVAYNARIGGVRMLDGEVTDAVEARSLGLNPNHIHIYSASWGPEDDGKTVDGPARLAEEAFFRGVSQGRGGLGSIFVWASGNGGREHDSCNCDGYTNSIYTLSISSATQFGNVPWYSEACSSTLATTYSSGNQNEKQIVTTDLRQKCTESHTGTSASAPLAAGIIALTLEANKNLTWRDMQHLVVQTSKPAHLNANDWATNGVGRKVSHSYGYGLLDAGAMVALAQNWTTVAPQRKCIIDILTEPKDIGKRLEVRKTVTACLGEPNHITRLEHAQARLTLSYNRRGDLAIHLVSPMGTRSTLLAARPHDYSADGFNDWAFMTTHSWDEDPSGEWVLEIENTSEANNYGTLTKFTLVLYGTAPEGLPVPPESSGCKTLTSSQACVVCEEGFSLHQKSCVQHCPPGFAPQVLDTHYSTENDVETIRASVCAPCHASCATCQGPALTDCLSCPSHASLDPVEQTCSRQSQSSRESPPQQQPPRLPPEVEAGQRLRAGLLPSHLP
Tb hexokinase – blocks Trypanosoma brucei hexokinase 1 activity; recombinant TbHK1, G6PDH-coupled NADH A340; inhibition, % at 10 µM; 220,000 compounds, 0.11% hits; AID 1430;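 active = inhibition of 50% or more in the single-dose primary screen; inactive = inhibition below 50%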
p47phox inh – blocks human p47phox regulatory protein of NADPH oxidases; P14598; p47phox/p22phox peptide binding, fluorescence polarization, 2 h; inhibition, % at 24.7 µM; 220,000 compounds, 0.53% hits; AID 1274;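 active = inhibition above about 30%, limit read from the data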;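 also: 0% = p47phox with labelled peptide and 100% = labelled peptide alone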
PGE2 EP2 inh – inhibitors of human EP2 prostaglandin E2 receptor. 260,000 compounds, 0.52% hits. C6 glioma cells expressing human EP2, cAMP TR-FRET; cells stimulated with saturating PGE2. inhibition, % at 25 µM. AID 1422;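 active = percent inhibition above 40 after rounding to a whole number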;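 also: rat C6 glioma host cells with rolipram phosphodiesterase inhibitor present; the protocol text gives 20 µM as final concentration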
Starred values were filed as active, the others as inactive; · = not tested or not shown; & = joins results of further samples; [ ] = remark or other dose. Some of the compounds tested. The share of hits here may be higher or lower than overall.

SMILES | Ba/F3 V617F tox | p97 ATPase inh | RBBP9 inhibitor | BaF3 tox | PPC-1+TRAIL kill | Furin inhibitor | Tb hexokinase | p47phox inh | PGE2 EP2 inh
COc1ccccc1N1CCN(C(=O)/C=C/c2ccc3c(c2)OCO3)CC1 | 2 | -2 | 2 | 6 | -1 | 0[20 µM] | -26 | -112 | 6
CN(CCOC(=O)c1ccc2c(c1)OCCO2)Cc1ccccc1 | 3 | -6 | 0 | 2 | 8 | -7[20 µM] | 4 | -6 | 15
O=C(NCCC1=CCCCC1)C1CCN(S(=O)(=O)c2cnc[nH]2)CC1 | -1 | -7 | -6 | 3 | 0 | -4[20 µM] | 2 | 7 | 7
O=C(NCc1cccs1)C(=O)c1c[nH]c2ccccc12 | -2 | 4 | -11 | 1 | -2 | 5 | -22 | -3 | 10
CCOC(=O)C1=C(c2ccccc2)N(C)C(=O)NC1c1ccc(O)c(OC)c1 (stereo unspecified) | 0 | 1 | -11 | 8 | 11 | -31 | -1 | -6 | 5
CCOC(=O)C1(CC2CCCCO2)CCN(S(=O)(=O)c2ccsc2)CC1 (stereo unspecified) | -4 | 2 | -5 | 0 | -23 | -24 | -2 | -3 | 5
COC(C#CCCN(C)C)(c1ccccc1)c1ccccc1 | -1 | -3 | -8 | 2 | -9 | -17 | 2 | -16 | 5
Cc1oc2c(c1C(=O)c1ccc(Cl)cc1)C(=O)C(=O)c1ccccc1-2 | -2 | 3 | 4 | 3 | 14 | -16 | 5 | 6 | ·
COc1ccc(NC(=O)c2oc3cc(C)c(C)cc3c2C)c(OC)c1 | -2 | 4 | -6 | 1 | -6 | -4[20 µM] | -7 | 0 | 13
CCCSc1nc2c(c(=O)n(C)c(=O)n2C)n1C | 0 | 7 | 2 | -2 | 4 | -14 | -8 | 2 | 3
Cc1cccc2cc(CN(Cc3ccco3)C(c3nnnn3CCc3ccccc3)C(C)C)c(=O)[nH]c12 (stereo unspecified) | 2 | -13 | -16 | 6 | -4 | -23 | -20 | -27 | 14&13
O=C(Nc1cccs1)Nc1c(F)c(F)cc(F)c1F | 30* | 6 | -3 | 43* | 22 | -21 | 3 | -12 | 6
CCOc1ccccc1NC(=O)C1CCN(S(=O)(=O)c2c(C)nn(C)c2C)CC1 | -2 | 4 | 7 | 3 | 14 | -31 | 0 | 6 | 6
O=C(Nc1ccc(S(=O)(=O)NCC2CCCO2)cc1)c1ccccc1 (stereo unspecified) | 0 | 0 | -1 | 7 | 21 | -27 | -4 | 14 | 10
O=C(NCc1nc2ccccc2[nH]1)C1=C[C@H](C2CC2)C[C@H](OCCCCO)O1 | 0 | -1 | 1 | -2 | 8 | -23 | -5 | -8 | 8
CN1C(=O)CS(=O)c2ccc(C(=O)NC3CC3)cc21 (stereo unspecified) | 3 | 5 | -9 | 4 | -8 | -17 | 0 | -3 | 8
CC(C)(C)CC(=O)NC(=S)Nc1ccccc1[N+](=O)[O-] | 1 | 2 | 1 | 5 | -2 | -21 | -4 | -10 | 9
C/C(N)=C(/C#N)C(=O)CSc1nc2ccccc2c(=O)n1-c1ccccc1C | 0 | 2 | -11 | 2 | 18 | -26 | -1 | -10 | 14
O=[N+]([O-])c1ccc(Sc2nc3ccccc3o2)c([N+](=O)[O-])c1 | 22 | 4 | -1 | 10 | 18 | 0[20 µM] | 1 | -6 | 16
CCOc1cc(N2CCOCC2)c(OCC)cc1NC(=O)CSc1nccc(C)n1 | 1 | 2 | 1 | 2 | 34 | -22 | 1 | -16 | 2
CC(C)(C)N1CC(OC(N)=O)C1 | 2 | -1 | -3 | -4 | 4 | -18 | -4 | -2 | 8
CSc1nc(-c2ccco2)nn1C(=O)c1ccc(Cl)cc1 | -3 | 6 | 7 | 8 | 3 | -21 | 10 | -22 | ·
CSc1n[nH]c(=O)n1C1CCCCC1 | -1 | 3 | -6 | -5 | 3 | -2 | 2 | -11 | 10
CCOCCn1c(-c2ccc(OC)cc2)nc2ccccc21 | 0 | -5 | -3 | 7 | 8 | -4 | 0 | -13 | 7
COc1ccc(OC)c(-n2c(SCC(=O)N3CCc4ccccc43)nc3c(c2=O)SCC3)c1 | -2 | 3 | 2 | 3 | 4 | -13 | -11 | -1 | 8

Next section; the last three above are carried over.
SMILES | Ba/F3 V617F tox | p97 ATPase inh | RBBP9 inhibitor | BaF3 tox | PPC-1+TRAIL kill | Furin inhibitor | Tb hexokinase | p47phox inh | PGE2 EP2 inh
CSc1n[nH]c(=O)n1C1CCCCC1 | -1 | 3 | -6 | -5 | 3 | -2 | 2 | -11 | 10
CCOCCn1c(-c2ccc(OC)cc2)nc2ccccc21 | 0 | -5 | -3 | 7 | 8 | -4 | 0 | -13 | 7
COc1ccc(OC)c(-n2c(SCC(=O)N3CCc4ccccc43)nc3c(c2=O)SCC3)c1 | -2 | 3 | 2 | 3 | 4 | -13 | -11 | -1 | 8
COc1ccc(-c2nnc(SCC(=O)Nc3ncc(C)s3)n2-c2ccccc2)cc1OC | 86* | -4 | -7 | 7 | -1 | 4 | 8 | -9 | 11
CCOC(=O)N1CCN(c2ccc(S(=O)(=O)N(Cc3ccccc3)Cc3ccccc3)cn2)CC1 | -1 | -2 | -5 | 1 | 12 | -1 | 58* | -1 | -4
Cc1sc2nc(C3CC3)nc(SCC(=O)NCc3ccco3)c2c1C | -1 | -6 | -10 | 2 | 25 | -17 | 8 | -16 | 13
Cc1ccc(-c2nn3c(C)nnc3s2)cc1NC(=O)C(C)C | -1 | 0 | -9 | 6 | -15 | -18 | -6 | -4 | 7&10
O=C(CCN1CCOCC1)Nc1ccc2c(c1)N(C(=O)CN1CCOCC1)c1ccccc1CC2 | -2 | 2 | 2 | 7 | 1 | -18 | 2 | -3 | 8
O=C(CCn1cccc1)Nc1ccc(OC(F)(F)F)cc1 | 2 | -3 | -4 | 3 | 9 | -22 | 10 | -1 | 4
Cc1cccc(-n2c(C)cc(/C=N\NC(=O)c3ccco3)c2C)c1 | -1 | -1 | -3 | 3 | 10 | -7 | -20 | -12 | 6
O=[N+]([O-])c1ccc2oc(-c3ccccc3)nc2c1 | 2 | 1 | -3 | 11 | -2 | -24 | -14 | -2 | 4
OC(C#CCN1CCCCC1)c1ccccc1 (stereo unspecified) | 0 | 2 | -6 | 3 | -19 | -15 | 0 | -4 | 7
O=C(Cn1nc(Cc2cccnc2)c2ccccc2c1=O)N1CCN(C(=O)c2ccco2)CC1 | 6 | -12 | -11 | 2 | -9 | -2 | -2 | 16 | 4
CSC(=CC(=O)c1ccc(F)cc1)SC | -4 | 6 | 10 | -2 | 11 | -2 | -38 | -16 | 13
NC(=O)c1cc(N2C(=O)C=CC2=O)ccc1Cl | 1 | 4 | -5 | 3 | 7 | -10[20 µM] | 5 | 16 | 5
CCOc1ccccc1NC(=O)CN1C(=O)C(C)SC(C)C1=O (stereo unspecified) | 6 | -8 | -3 | 12 | -6 | -14 | 7 | 1 | 3
CCCN1CNC(=S)N(c2ccc(C(=O)OCC)cc2)C1 | 4 | -4 | -8 | 4 | 22 | -9 | 3 | -16 | 4
CCOC(=O)c1sc(NS(=O)(=O)c2ccccc2)nc1C | 1 | 0 | -6 | 1 | 19 | -17[20 µM] | -13 | -8 | 9
CCN1C(=O)C2(C(C(=O)c3ccc(C)o3)=C(O)C(=O)N2CCCN2CCOCC2)c2ccccc21 (stereo unspecified) | -5 | 5 | 2 | 0 | 12 | -15 | -47 | -8 | 2
CC(C)(C)C(=O)COc1ccccc1[N+](=O)[O-] | -4 | 2 | 1 | -7 | 4 | 5 | -3 | -2 | 5
Cc1nc2sccn2c(=O)c1CCN1CCC(=C(c2ccccc2)c2ccc(F)cc2)CC1 | -4 | 1 | -10 | 8 | 14 | -19 | -7 | -17 | 22
Cc1cc(OCCCCn2ccnc2)cc(C)c1Cl | 2 | -1 | -7 | 4 | · | -28 | 2 | 4 | 2
COc1ccc(CNC(=O)c2c(O)c3cccc4c3n(c2=O)CCC4)cc1OC | 0 | 1 | -8 | 2 | 16 | -22 | -12 | 54* | 12
Cc1nnc(NC(=O)c2ccc3c(c2)OCO3)s1 | -4 | 3 | -6 | 6 | 29 | -20 | -10 | -6 | 12&4
O=[N+]([O-])c1ccc(Cl)cc1Sc1nc2ccccc2o1 | -4 | 5 | 3 | -1 | 8 | -20[20 µM] | -2 | 5 | 7
Fc1ccccc1N1CCN(Cc2cccnc2)CC1 | -1 | 2 | -13 | 5 | 15 | -34 | -8 | -2 | 1
O=C(NCc1cccs1)C1CCCN(S(=O)(=O)c2cccc3cccnc23)C1 (stereo unspecified) | 0 | -2 | -5 | 6 | 6 | -19 | -9 | -10 | 6
Cc1ccc(NC(=O)CSC(N)=O)cc1Cl | -3 | 4 | -13 | 3 | 11 | -26 | 13 | -12 | 14

Additional structures follow:
SMILES | Ba/F3 V617F tox | p97 ATPase inh | RBBP9 inhibitor | BaF3 tox | PPC-1+TRAIL kill | Furin inhibitor | Tb hexokinase | p47phox inh | PGE2 EP2 inh
Cc1cc(NC(=O)CN2CCc3ccccc3C2)nc2c1c(=O)oc1ccccc12 | 0 | -3 | -4 | 1 | 13 | -11 | -11 | -28 | 4
CCOc1ccc(/C=N/NC(=O)C(=O)NCc2ccco2)cc1 | -2 | 6 | -10 | 6 | -11 | -13 | -7 | -4 | 11
CCOC(=O)Nc1nnc(-c2ccc(OC)c(OC)c2)s1 | -1 | 5 | 2 | 4 | -10 | -24 | -7 | -9 | 10
Cc1c(Cl)cccc1Nc1nc(N)nc(CSCCO)n1 | 4 | 3 | 2 | 6 | -22 | -11[20 µM] | 5 | -7 | 9
COCc1cc(=O)[nH]c(/N=C(\N)Nc2ccccc2C)n1 | 2 | -4 | -5 | 3 | -19 | -8[20 µM] | -2 | -4 | -1
CC(C)c1ccc(NC(=S)NCc2ccc3c(c2)OCO3)cc1 | -1 | 1 | -5 | 9 | 4 | -23 | 10 | -8 | 12
CCCc1nnc(NC(=O)Nc2ccc(OC)cc2)s1 | 4 | -1 | -1 | 6 | 3 | -19 | 1 | -7 | 4
Cc1ccc(S(=O)(=O)c2c[nH]c3cc4c(cc3c2=O)OCO4)cc1 | 0 | 9 | 0 | -1 | 5 | -18 | 3 | -3 | 8
Cc1nc2oc3c(NCc4ccccc4)ncnc3c2c2c1COC(C)(C)C2 | -4 | 4 | 0 | 1 | 16 | -15 | -16 | -6 | ·
CCOc1ccccc1NC(=O)NCCC1=CCCCC1 | 1 | 3 | -1 | 11 | -1 | -26 | -8 | -11 | 6
COC(=O)Nc1ccc(S(=O)(=O)N2CCC(C(=O)N3CCCC(C)C3)CC2)cc1 (stereo unspecified) | 0 | 6 | -3 | 0 | 7 | -21 | -6 | 1 | 10
CCCCC(c1nnnn1CC1CCCO1)N1CCN(c2cc(Cl)ccc2C)CC1 (stereo unspecified) | 1 | -1 | -9 | -1 | -2 | -21 | 5 | -2 | 11
COP(=O)(CC(=O)c1ccccc1)CC(=O)c1ccccc1 | -2 | 1 | -8 | 4 | 15 | -33 | 4 | -11 | 9
Cc1ccc(SCC(=O)NCCN2C(=O)CSC2=O)c(C)c1 | 2 | -3 | -6 | 1 | -7 | -19[20 µM] | 1 | -10 | 13
COC(=O)c1cccc([N+](=O)[O-])c1CN1CCCC(C(N)=O)C1 (stereo unspecified) | 0 | 1 | -14 | 2 | 5 | -31 | -2 | -1 | 10
N#C/C(=C(/O)CN1CCOCC1)c1nc2ccccc2s1 | 3 | 1 | 0 | 2 | 24 | 11[20 µM] | -45 | -14 | 15

Assay outcomes deposited in PubChem BioAssay by several laboratories.
